NCI-60 one-dose screen, 48 h, at 10 µM unless noted. Numbers give growth in % (100 = growth as untreated, 0 = no growth, -100 = all killed).
OVCAR-4 – OVCAR-4 ovarian cancer cells | 80,000 tested, 3.7% active | AID 1794784
DU-145 – DU-145 prostate cancer; 81,000 tested, 4.2% active
OVCAR-3 – OVCAR-3 ovarian cancer; 79,000 tested, 7% active
HCC-2998 – HCC-2998 colon cancer; AID 1794799; 79,000 tested, 4.7% active
PC-3 – PC-3 prostate cancer cells | AID 1794754 | 80,000 tested, 3.9% active
KM12 – KM12 colon cancer cells. 82,000 tested, 5% active. AID 1794800
SW-620 – SW-620 colon cancer; 82,000 tested, 5.2% active
OVCAR-5 – OVCAR-5 ovarian cancer | 82,000 tested, 2.9% active | AID 1794783
OVCAR-8 – OVCAR-8 ovarian cancer | AID 1794782 | 81,000 tested, 4.4% active
Starred values were filed as active, the others as inactive; . = no result given. Rule for the calls: active = growth percent below 10; inactive = the rest.

Letters – A = OVCAR-4; B = DU-145; C = OVCAR-3; D = HCC-2998; E = PC-3; F = KM12; G = SW-620; H = OVCAR-5; I = OVCAR-8
molecule: c1ccc2sc(SSN3CC4CCC(CC4)C3)nc2c1
  A: 101.7; B: 127.8; C: 149.6; D: 123.0; E: 100.0; F: 145.2; G: 109.8; H: 111.7; I: 105.6
molecule: CC(=O)Nc1ccc(OC(=O)c2ccccc2O)cc1
  A: 105.4; B: 109.6; C: 110.3; D: .; E: 94.8; F: 99.1; G: 100.5; H: .; I: 109.8
molecule: Nc1nc(-c2ccncc2)nn1-c1nc2ccccc2s1
  A: 101.7; B: 105.3; C: 111.7; D: 103.9; E: 103.9; F: 101.4; G: 101.1; H: 96.2; I: 96.5
molecule: COc1ccccc1Nc1nc(-c2cccnc2)nc2sc3c(c12)CCCCCC3
  A: 95.6; B: 108.0; C: 113.5; D: 99.1; E: 91.4; F: 105.8; G: 111.7; H: 100.4; I: 102.7
molecule: CS(=O)(=O)Nc1cc(-c2ccc3ncnc(Nc4ccc(OCc5ccccn5)c(Cl)c4)c3c2)cnc1Cl
  A: 20.9; B: 16.5; C: -19.0*; D: 3.0*; E: 13.4; F: -5.1*; G: 5.1*; H: 12.5; I: 14.4
molecule: O[C@@H]1Cc2cc(Cl)ccc2N[C@H](c2cccs2)C1
  A: .; B: 110.2; C: 112.3; D: 115.8; E: 90.8; F: 106.1; G: 107.9; H: 94.6; I: 101.1
molecule: O=C(CCl)c1ccc2c(c1)[nH]c1ccccc12
  A: 99.1; B: 100.2; C: 109.4; D: 114.1; E: 94.5; F: 106.8; G: 89.8; H: 102.2; I: 87.0
molecule: CCOC(=O)C(CC/C=N/Nc1ccccc1)(NC(C)=O)C(=O)OCC
  A: 102.2; B: 103.1; C: 98.5; D: 114.1; E: 83.9; F: 92.2; G: 93.1; H: 98.5; I: 101.9
molecule: CC(=O)OC1CCC2(C)C3=CCC4(C)C(C(C)=O)=CCC4C3CCC2C1 (stereo not drawn)
  A: 101.6; B: 112.6; C: 107.9; D: 105.9; E: 85.5; F: 106.9; G: 108.3; H: 102.2; I: 100.2
molecule: CCCN1[C@@H]2CC[C@H]1/C(=C\c1ccc(OC)cc1OC)C(=O)/C2=C/c1ccc(OC)cc1OC
  A: 55.2; B: 75.2; C: 59.4; D: 73.0; E: 43.1; F: 57.9; G: 34.2; H: 59.9; I: 58.3
molecule: COc1ccc(-c2[nH]ncc2/C=C/c2cc(C(F)(F)F)[nH]c(=O)n2)cc1
  A: 93.6; B: 107.7; C: 95.1; D: 103.5; E: 98.7; F: 103.2; G: 98.4; H: 100.2; I: 101.5
molecule: Cc1cc(C)c(-c2c(C)cc(C)cc2CBr)c(CBr)c1
  A: 74.1; B: 94.9; C: 90.9; D: 102.9; E: 78.4; F: 80.3; G: 78.5; H: 97.1; I: 68.3
molecule: NS(=O)(=O)c1ccc(C(=O)N=Nc2c(O)n(Cc3ccc(F)cc3)c3ccccc23)cc1
  A: .; B: 106.1; C: 104.3; D: 111.8; E: 94.8; F: 103.5; G: 101.6; H: 106.5; I: 94.3
molecule: C[n+]1ccc(C[n+]2ccccc2)c2ccccc21
  A: .; B: 117.1; C: 123.2; D: 115.5; E: 95.4; F: 110.4; G: 110.0; H: 99.0; I: 104.9
molecule: Cc1ccc(NS(=O)(=O)Cc2ccccc2)cc1
  A: 95.3; B: 106.3; C: 97.1; D: 96.1; E: 82.4; F: 85.0; G: 96.6; H: 97.9; I: 100.2

An excerpt from above, limited to OVCAR-8, KM12 and HCC-2998:
| mol | OVCAR-8 | KM12 | HCC-2998 |
| --- | --- | --- | --- |
| COc1ccccc1Nc1nc(-c2cccnc2)nc2sc3c(c12)CCCCCC3 | 102.7 | 105.8 | 99.1 |
| CS(=O)(=O)Nc1cc(-c2ccc3ncnc(Nc4ccc(OCc5ccccn5)c(Cl)c4)c3c2)cnc1Cl | 14.4 | -5.1* | 3.0* |
| O[C@@H]1Cc2cc(Cl)ccc2N[C@H](c2cccs2)C1 | 101.1 | 106.1 | 115.8 |
| O=C(CCl)c1ccc2c(c1)[nH]c1ccccc12 | 87.0 | 106.8 | 114.1 |

(more compounds)
Letters – A = OVCAR-4; B = DU-145; C = OVCAR-3; D = HCC-2998; E = PC-3; F = KM12; G = SW-620; H = OVCAR-5; I = OVCAR-8
molecule: Cc1ccc(/C=N/NC(=O)N2CCN(c3cc4c(cc3F)c(=O)c(C(=O)O)cn4C3CC3)CC2)cc1
  A: 90.7; B: 98.5; C: 104.9; D: 98.9; E: 92.9; F: 97.2; G: 108.2; H: 121.4; I: 99.0
molecule: CCOC(=O)/C=C1\C(CO)OC(n2cnc3c(N)ncnc32)C1O[Si](C)(C)C(C)(C)C (stereo not drawn)
  A: 71.0; B: 70.8; C: 65.4; D: 71.0; E: 92.5; F: 60.1; G: 88.2; H: 88.4; I: 103.6
molecule: CCCCCCCCCCCCCCCCC/C(=N\Nc1ccc([N+](=O)[O-])cc1[N+](=O)[O-])c1ccc(Cl)cc1
  A: 109.0; B: 100.6; C: 100.9; D: 101.6; E: 92.4; F: 103.1; G: 105.5; H: 108.4; I: 100.2
molecule: CC(C)CN(CC(C)C)c1nn[nH]n1
  A: 120.2; B: 121.9; C: 111.9; D: 91.1; E: 96.4; F: 112.1; G: 131.0; H: 104.8; I: 102.9

Entries of single compounds, looked up by structure.
CCCCCCCCCCCCCCCCC/C(=N\Nc1ccc([N+](=O)[O-])cc1[N+](=O)[O-])c1ccc(Cl)cc1 is listed with OVCAR-4 = 109.0; DU-145 = 100.6; OVCAR-3 = 100.9; HCC-2998 = 101.6; PC-3 = 92.4; KM12 = 103.1; SW-620 = 105.5; OVCAR-5 = 108.4; OVCAR-8 = 100.2
CCOC(=O)/C=C1\C(CO)OC(n2cnc3c(N)ncnc32)C1O[Si](C)(C)C(C)(C)C (stereo not drawn) is listed with OVCAR-4 = 71.0; DU-145 = 70.8; OVCAR-3 = 65.4; HCC-2998 = 71.0; PC-3 = 92.5; KM12 = 60.1; SW-620 = 88.2; OVCAR-5 = 88.4; OVCAR-8 = 103.6

Source: PubChem BioAssay
